Source: PubChem BioAssay (several laboratories)
Furin inh – human furin inhibition; P09958; purified furin, fluorogenic substrate cleavage; inhibition, % at 30 µM; 220,000 tested, 0.061% active; AID 463115; in the data active = inhibition above about 25%; also: inactives centre near -15
EBV gp42 inh – EBV gp42 inhibition; Fluorescence polarization binding assay, mP read-out; inhibition, % (tested at 21.74 µM); 220,000 tested, 0.42% active; in the data active = inhibition above about 50%
Target sequence (Q1HVG2 whole entry, looked up): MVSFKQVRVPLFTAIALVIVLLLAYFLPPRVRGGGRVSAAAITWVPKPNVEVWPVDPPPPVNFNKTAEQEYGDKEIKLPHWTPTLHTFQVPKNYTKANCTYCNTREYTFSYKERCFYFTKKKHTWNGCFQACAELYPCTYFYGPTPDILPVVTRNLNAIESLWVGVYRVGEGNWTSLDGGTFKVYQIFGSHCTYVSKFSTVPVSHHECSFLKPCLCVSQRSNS
Cl transport mod – modulates chloride dependent transport by human KCC2. AID 1456. KCC2 cells, thallium flux FluoZin-2 fluorescence. B-score of Tl+ flux slope (higher = more flux/activation; lower = inhibition) at 10 µM. 190,000 tested, 2.2% active;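 active = thallium flux slope and its plate-corrected score both differing from the plate sample mean at a set confidence after two filtering rounds, in either direction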;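 also: slope of fluorescence scaled to starting intensity during 10 to 20 s after thallium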
zfTRPN1 agonist – zebrafish TRPN1 (NompC) channel agonism. activation, % at 3 µM. AID 1424. 220,000 tested, 0.18% active. HEK293 zebrafish TRPN1-YFP, Fluo-8 calcium fluorescence; 100% = response to 87 µM carbachol;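 active = activation above its plate's cutoff, the mean activation of test wells on that plate plus 3 SD, cut at about 19% in these data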;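 also: 0% = DMSO alone and 100% = 87 µM carbachol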
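Assay system: Zebrafish TRPN1-YFP in HEK293 cells | Incubation: Dye loading 1 h at 37 °C, then 30 min room temperature | Measured by: Kinetic Fluo-8 fluorescence, ex 470-495, em 515-575 nm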
PPC-1+TRAIL kill – kills PPC-1 cancer cells in the presence of TRAIL | PPC-1 cells + TRAIL, ATPLite viability luminescence | cell killing (% activity), % at 4 µM | 220,000 tested, 0.41% active | AID 1443;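 active = cell killing above 50% in the first pass at 4 µM, then a duplicate retest at 5 µM averaging 50% or more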;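 also: plate controls were cells with TRAIL plus DMSO for no effect and medium-only wells lacking cells for full effect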
Thrombin inh – thrombin (human) inhibition. 220,000 tested, 0.26% active. inhibition, % at 5 µM. alpha-thrombin, Boc-VPR-AMC fluorogenic substrate cleavage. AID 1046;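 active = inhibition at or above 40%; inactive = inhibition below 40%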;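 also: 0% = enzyme with no compound and 100% = wells without enzyme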
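Material: human alpha-thrombin protein. Incubation: reaction at ambient temperature. Technique: fluorescence of released AMC, ex 355 nm, em 460 nm. Control set: no-compound enzyme wells and no-enzyme blanks. Also added: Boc-VPR-AMC substrate, 15 µM final. Buffer or medium: pH 7.5 Tris (50 mM) with NaCl 150 mM, Tween 20 0.05%.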
TbHK1 inh – T. brucei hexokinase 1 inhibition. recombinant TbHK1, G6PDH-coupled NADH A340. inhibition, % at 10 µM. 220,000 tested, 0.11% active. AID 1430;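 active = inhibition of 50% or more in the single-dose primary screen; inactive = inhibition below 50%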
m-calpain inh – calpain II (pig) inhibition; AID 1236; 220,000 tested, 0.37% active; inhibition, % at 16 µM; purified calpain II, fluorogenic peptide substrate, 30 min;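 active = inhibition above about 50%, limit read from the data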
TRPML3 ag – human mucolipin-3 channel agonism | 220,000 tested, 0.29% active | Q8TDD5 | HEK293 TRPML3-YFP, Fluo-8 calcium fluorescence; 100% = the carbachol control signal | AID 1448 | activation, % at 3 µM;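 active = activation above its plate's cutoff, the mean activation of the plate's test wells plus 3 SD, cut at about 12% in these data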;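 also: 0% = DMSO only wells and 100% = carbachol wells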
Target sequence (Q8TDD5 whole entry, looked up): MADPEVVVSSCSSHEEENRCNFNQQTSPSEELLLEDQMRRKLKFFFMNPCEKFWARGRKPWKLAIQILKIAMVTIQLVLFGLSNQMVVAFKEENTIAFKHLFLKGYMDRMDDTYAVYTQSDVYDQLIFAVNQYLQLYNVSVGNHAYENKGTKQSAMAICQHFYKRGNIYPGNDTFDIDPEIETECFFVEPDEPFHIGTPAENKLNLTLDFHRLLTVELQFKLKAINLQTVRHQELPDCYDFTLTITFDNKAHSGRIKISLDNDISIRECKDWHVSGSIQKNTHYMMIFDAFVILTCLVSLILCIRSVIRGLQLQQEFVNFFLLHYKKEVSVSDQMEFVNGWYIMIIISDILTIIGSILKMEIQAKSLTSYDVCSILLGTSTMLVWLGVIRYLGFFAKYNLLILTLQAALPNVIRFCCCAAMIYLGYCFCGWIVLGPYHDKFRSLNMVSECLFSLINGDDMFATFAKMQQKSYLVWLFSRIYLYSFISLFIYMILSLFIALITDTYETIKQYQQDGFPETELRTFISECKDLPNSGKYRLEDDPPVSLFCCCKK
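Test system: HEK293 cells stably carrying human TRPML3-YFP; Doses: single dose, 3 µM final nominal compound, 0.3% DMSO final; Schedule: dye loading 1 h 37 °C then 30 min ambient, 125 s read; Technique: Fluo-8 calcium fluorescence; Benchmarks: high control carbachol 87 µM, low control DMSO.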
* marks the source's active call; other numbers are inactive results; nt = no result given; [ ] = another dose, or the depositor's remark.

Order of results – PPC-1+TRAIL kill	EBV gp42 inh	Cl transport mod	Thrombin inh	TRPML3 ag	zfTRPN1 agonist	Furin inh	m-calpain inh	TbHK1 inh
1. Cc1cc(C)n2nc(SCC(=O)N(C)Cc3ccccc3)nc2n1
  16.5	-12.4	-0.729	-2.1	0.0	0.1	-21.1[20 µM]	-13.4	-3.8
2. Cc1ccnc(Sc2ncccc2[N+](=O)[O-])n1
  15.2	-7.0	-0.816	-2.1	0.6	-0.7	-6.4[20 µM]	-25.0	-10.6
3. O=C(NNc1nc(N2CCOCC2)nc(N2CCOCC2)n1)Nc1ccc(Cl)cc1
  9.7	4.9	0.364	0.7	1.0	0.0	-19.4	-36.1	-3.4
4. CCOC(=O)c1ccccc1NC(=O)c1cc2sccc2n1C
  8.3	-9.3	nt	-3.0	1.0	1.7	-16.8[20 µM]	-7.0	-3.3
5. C[C@@H](C(=O)Nc1ccc2ccccc2c1)[C@H]1C[C@]1(C)[C@H](NP(=O)(c1ccccc1)c1ccccc1)c1ccccc1
  17.2	4.0	-0.414	-0.9	-0.9	-2.1	-5.8	-56.7	-4.1
6. Cc1cc(C)nc(N/N=C/c2ccco2)n1
  10.0	-8.1	nt	1.8	0.9	-0.6	-1.9[20 µM]	-1.7	-46.7
7. CC(=O)c1cn(CC(=O)NCc2ccco2)c2ccccc12
  17.5	-16.6	0.54	-5.6	1.5	1.7	-12.6[20 µM]	10.7	2.9
8. COC(=O)C1=C(C)NC2=C(C(=O)CC(C)(C)C2)C1c1cn(Cc2ccc(Br)cc2)nc1-c1ccccc1 (centres undefined)
  6.2	-7.9	0.0819	-2.3	-1.5	-0.9	-24.8[20 µM]	-276.1	-7.1
9. COc1ccc(C(=O)NC(=S)N2CCN(C)CC2)cc1Br
  -33.2	0.4	3.55	5.8	0.6	0.0	-14.1	-0.7	-2.5
10. CC(C)(C)c1ccc(Oc2ccc(N)cn2)cc1
  15.8	-19.8	-0.506	-1.1	1.7	3.9	-3.9	1.6	-2.1
11. CCOc1ccc(NC(=O)CC2C(=O)N(C)C(=S)N2Cc2ccco2)cc1 (centres undefined)
  1.6	-9.9	0.303	-0.2	1.0	1.7	-18.6	0.3	3.4
12. COc1cccc(OC)c1C(=O)N1CCN(S(=O)(=O)c2ccccc2)CC1
  -18.5	-23.3	0.181	-2.7	0.5	0.8	-32.1[20 µM]	15.5	-2.2
13. Cc1cc(C)n(-c2cc(Cl)cc(Cl)c2)c(=O)c1C#N
  30.0	-9.8	0.11	1.4	-0.7	1.3	-7.4[20 µM]	-24.4	-14.5
14. CCn1c2ccccc2c2cc(NC(=O)CSc3nnc(-c4cccc(OC)c4)n3N)ccc21
  -8.7	-1.9	nt	5.2	-0.1	-0.8	-9.5[20 µM]	-85.6	-2.5
15. Cc1ccccc1N=C1c2cc([N+](=O)[O-])ccc2-c2ncccc21
  4.8	-0.7	-0.365	-15.0	0.1	0.7	-8.8	10.8	-9.8

Compounds shown so far containing bromine (two):
Order of results – PPC-1+TRAIL kill	EBV gp42 inh	Cl transport mod	Thrombin inh	TRPML3 ag	zfTRPN1 agonist	Furin inh	m-calpain inh	TbHK1 inh
8. COC(=O)C1=C(C)NC2=C(C(=O)CC(C)(C)C2)C1c1cn(Cc2ccc(Br)cc2)nc1-c1ccccc1 (centres undefined)
  6.2	-7.9	0.0819	-2.3	-1.5	-0.9	-24.8[20 µM]	-276.1	-7.1
9. COc1ccc(C(=O)NC(=S)N2CCN(C)CC2)cc1Br
  -33.2	0.4	3.55	5.8	0.6	0.0	-14.1	-0.7	-2.5

Next compounds follow.
Order of results – PPC-1+TRAIL kill	EBV gp42 inh	Cl transport mod	Thrombin inh	TRPML3 ag	zfTRPN1 agonist	Furin inh	m-calpain inh	TbHK1 inh
16. O=S(=O)(NC1CCCCC1Sc1ncccn1)c1ccccc1 (centres undefined)
  -3.6	-28.5	-0.394	-4.3	0.8	-0.8	-15.9	4.7	31.1
17. O=C(c1cnc(-c2ccccc2)s1)c1ccc(Cl)cc1Cl
  12.1	-14.4	-0.165	2.7	0.3	-0.6	-9.1[20 µM]	31.6	-10.4
18. C/C(=N\NC(=S)Nc1c(C)cccc1C)c1cc2ccccc2o1
  26.4	4.6	8.64*	-5.2	-0.2	-1.0	-8.0	10.7	-6.0
19. CCc1nc(SCC(=O)NCc2ccco2)c2c3c(sc2n1)CCCC3
  22.4	-5.7	0.825	3.3	-0.8	-0.7	-17.0[20 µM]	-5.7	-3.6
20. Cc1cc(OC(C)C(=O)N/N=C/CC(C)c2ccccc2)ccc1Cl (centres undefined)
  17.0	-23.0	-0.613	1.5	0.7	-1.1	-15.0[20 µM]	8.3	9.2
21. COc1ccc(Cl)cc1S(=O)(=O)n1nnc2ccccc21
  29.5	3.0	-1.89	-4.9	0.2	1.0	-14.3	3.9	8.0
22. CC(=O)Nc1ccc(NC=C(C#N)C#N)cc1
  12.3	-4.4	-0.126	-7.7	0.8	1.0	0.8	0.6	-60.4
23. Clc1ccc(-c2nnc3n2CCCC3)cc1
  19.4	-7.6	-0.239	-5.7	-0.4	-1.0	-17.3	1.5	5.4
24. Cc1ccccc1NC(=O)Cc1nc(CSc2nnc(C3CCCCC3)n2N)cs1
  -3.4	-26.8	0.194	-8.4	0.0	-0.3	-16.8	-88.4	0.8
25. COc1ccc(/C(=N\O)c2nccc3cc(OC)c(OC)cc23)cc1OC
  25.5	-12.6	-0.996	0.5	0.1	0.7	-18.2	11.3	-3.0
26. CC(C)N(Cc1nc(-c2ccccc2)no1)C(=O)CN(C)S(=O)(=O)c1ccc(Br)cc1
  -18.2	-20.1	0.0723	6.8	0.2	0.5	-3.4[20 µM]	-2.8	-1.6
27. CCNC(=O)C1CCN(S(=O)(=O)c2ccc(F)cc2)CC1
  4.3	-10.3	0.263	3.3	0.0	0.8	-35.3	-2.2	5.5
28. CC(NC(=O)CNC(=S)N(Cc1ccccc1)Cc1cccnc1)c1ccccc1 (centres undefined)
  -12.4	-6.9	-0.896	0.7	-0.4	-0.3	-22.5	12.4	-4.3
29. COc1ccc(NC(=S)Nc2ccccc2OC)c(OC)c1
  20.2	-4.2	0.273	-8.9	0.5	-0.2	-31.4	-6.3	1.4
30. Cn1c(CCNC(=O)c2ccccc2)nc2ccccc21
  26.6	-5.0	-0.204	0.1	-0.6	0.1	-19.1[20 µM]	-4.5	2.4

Profiles as entered above. Order of screens: PPC-1+TRAIL kill | EBV gp42 inh | Cl transport mod | Thrombin inh | TRPML3 ag | zfTRPN1 agonist | Furin inh | m-calpain inh | TbHK1 inh
Shown for Cc1ccccc1NC(=O)Cc1nc(CSc2nnc(C3CCCCC3)n2N)cs1 = -3.4 | -26.8 | 0.194 | -8.4 | 0.0 | -0.3 | -16.8 | -88.4 | 0.8
Shown for CCc1nc(SCC(=O)NCc2ccco2)c2c3c(sc2n1)CCCC3 = 22.4 | -5.7 | 0.825 | 3.3 | -0.8 | -0.7 | -17.0[20 µM] | -5.7 | -3.6
Shown for CC(=O)Nc1ccc(NC=C(C#N)C#N)cc1 = 12.3 | -4.4 | -0.126 | -7.7 | 0.8 | 1.0 | 0.8 | 0.6 | -60.4
Shown for Cn1c(CCNC(=O)c2ccccc2)nc2ccccc21 = 26.6 | -5.0 | -0.204 | 0.1 | -0.6 | 0.1 | -19.1[20 µM] | -4.5 | 2.4
Shown for O=S(=O)(NC1CCCCC1Sc1ncccn1)c1ccccc1 (centres undefined) = -3.6 | -28.5 | -0.394 | -4.3 | 0.8 | -0.8 | -15.9 | 4.7 | 31.1

Compounds 16 through 17, reprinted for reference:
Order of results – PPC-1+TRAIL kill	EBV gp42 inh	Cl transport mod	Thrombin inh	TRPML3 ag	zfTRPN1 agonist	Furin inh	m-calpain inh	TbHK1 inh
16. O=S(=O)(NC1CCCCC1Sc1ncccn1)c1ccccc1 (centres undefined)
  -3.6	-28.5	-0.394	-4.3	0.8	-0.8	-15.9	4.7	31.1
17. O=C(c1cnc(-c2ccccc2)s1)c1ccc(Cl)cc1Cl
  12.1	-14.4	-0.165	2.7	0.3	-0.6	-9.1[20 µM]	31.6	-10.4

Next part
Order of results – PPC-1+TRAIL kill	EBV gp42 inh	Cl transport mod	Thrombin inh	TRPML3 ag	zfTRPN1 agonist	Furin inh	m-calpain inh	TbHK1 inh
31. COc1ccc(C(=O)NCc2cc(C)nc3ccccc23)cc1
  15.4	-12.3	-0.753	nt	2.6	5.3	-29.9	-5.5	1.6
32. CC(=O)C1=C(C)NC2=C(C(=O)CC(C)(C)C2)C1C (centres undefined)
  15.1	0.8	-0.362	3.9	1.2	1.3	-18.0	-29.1	-5.1
33. O=C(O)C1CCCCC1C(=O)NC(c1ccccc1)c1ccccc1 (centres undefined)
  13.4	-5.2	0.000787	0.6	0.7	1.1	-22.0	9.2	-3.4
34. COc1ccccc1-c1nc2n(n1)C(c1cccs1)C(C(=O)Nc1cccnc1)=C(C)N2 (centres undefined)
  -19.7	-16.8	-0.0282	-8.0	0.3	1.5	2.5[20 µM]	-6.4	0.1
35. O=C1CC(c2ccccc2)n2nc(NC(=O)c3ccccc3)nc2N1 (centres undefined)
  2.8	-12.7	nt	1.6	0.8	-0.4	-2.5[20 µM]	14.2	0.2
36. Cc1ncc(CO)c(/C=N/NC(=O)c2cc(Br)ccc2O)c1O
  -2.8	-16.0	-2.77	1.5	0.9	0.8	-22.9	-45.3	1.5
37. COc1ccc(-n2c(=O)[nH]cc(C(=O)N3CCCc4ccccc43)c2=O)cc1
  2.2	-2.7	nt	-6.0	0.2	0.3	-9.3	-36.3	-4.4
38. CN1C(=O)N2CN(C3CCCCC3)CN3C(=O)N(C)C1C23 (centres undefined)
  -6.9	-13.3	-0.652	1.6	0.0	-0.1	-5.0[20 µM]	-9.0	2.7
39. O=C1CC(c2cccc(Cl)c2)C(n2cncn2)C(=O)C1C1NCCc2ccccc21 (centres undefined)
  23.5	-28.2	0.988	5.0	1.0	0.5	-18.4[20 µM]	-13.0	-7.2
40. Nc1cc(-c2ccc(Br)cc2)nn1S(=O)(=O)c1cccc2nsnc12
  2.6	-4.2	-1.23	2.0	0.5	0.0	-20.2	-27.6	-8.5
41. O=C(C[n+]1cccc2ccccc21)c1ccc(NC(=O)c2ccccc2)cc1
  21.4	-72.2	0.101	0.2	0.9	-0.7	-12.4	-14.5	-12.3
42. CCn1cc(CN2CCc3c([nH]c4ccccc34)C2c2cccc(OC)c2)c(C)n1 (centres undefined)
  9.8	6.0	nt	1.3	0.4	-0.6	-16.7	-69.8	-13.5
43. CC(=O)Nc1ccc2c(c1)nc(CN1CCCC1)n2C
  4.3	-17.3	0.823	-4.4	0.7	0.2	-17.6[20 µM]	-12.0	20.5
